Screening results as filed in PubChem BioAssay.
F508del corr: F508del CFTR correction, initial screen, CFBE line, single point. hit rate 0.36% among 350,000. activity (quench increase), % at 7.58 µM. CFBE cells, YFP halide quenching; stimulated with forskolin plus potentiator P3; % fluorescence drop versus neutral controls;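 active = mean added fluorescence quench of at least 8% versus neutral control, with both replicates also reaching 8%; inconclusive = only one of the mean or replicate conditions met; inactive = mean below 8% and not both replicates reaching 8%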;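 note: cells transiently co-express mutant CFTR-F508del with the halide-sensitive YFP; corrector assay measuring rescue of mutant channel to the surface after 24 h compound exposure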
CASP6 VEID inh: human caspase-6 inhibitors, primary screen, biochemical, VEID-R110 fluorescence, single point, set 2; inhibition, % at 12.5 µM; P55212; hit rate 0.53% among 350,000; purified caspase-6, Z-VEID-R110 cleavage fluorescence;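 active = mean inhibition across replicates at least about 35%, with every replicate also reaching that limit, limit read from the data; inconclusive = only one of the two criteria met; inactive = neither criterion met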;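 note: 0% = median of neutral control wells and 100% = no fluorescence left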
Target sequence (P55212 24-179 limits assumed): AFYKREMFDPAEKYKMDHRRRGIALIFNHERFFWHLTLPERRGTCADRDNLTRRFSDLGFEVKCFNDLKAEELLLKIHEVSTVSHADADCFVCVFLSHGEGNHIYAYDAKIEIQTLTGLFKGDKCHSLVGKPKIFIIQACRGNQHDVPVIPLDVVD
Target sequence (P55212 194-293 limits assumed): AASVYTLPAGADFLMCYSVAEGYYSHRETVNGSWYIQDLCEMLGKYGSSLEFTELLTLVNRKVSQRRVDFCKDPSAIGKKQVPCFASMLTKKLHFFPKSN
SIRT5 block: SIRT5 desuccinylase inhibitors, primary screen, biochemical, fluorescence imaging, single point, set 5; inhibition, % at 15 µM; NAD-dependent protein deacylase sirtuin-5, mitochondrial (Homo sapiens), Q9NXA8; hit rate 1.1% among 330,000; Purified SirT5, succinyl-peptide AMC, trypsin-coupled fluorescence; AID 652115, 2013; in the data active = inhibition above about 15%; inconclusive = no clear call, values can overlap the other calls
Target sequence (Q9NXA8 whole entry, looked up): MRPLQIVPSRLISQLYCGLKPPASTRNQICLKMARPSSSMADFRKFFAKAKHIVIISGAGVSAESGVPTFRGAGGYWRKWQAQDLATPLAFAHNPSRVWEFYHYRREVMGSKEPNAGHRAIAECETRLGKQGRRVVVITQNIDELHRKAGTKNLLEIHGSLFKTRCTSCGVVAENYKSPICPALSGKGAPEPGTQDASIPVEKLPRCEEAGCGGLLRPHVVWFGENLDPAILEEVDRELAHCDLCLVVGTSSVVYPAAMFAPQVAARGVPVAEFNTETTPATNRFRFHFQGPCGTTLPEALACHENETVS
DENV2 CPE: inhibitors of DENV2 cytopathic effect, primary screen, cell-based, plate reader, single concentration. DENV2-infected cells, cytopathic effect rescue. CPE inhibition, % at 9.99 µM. hit rate 1.7% among 350,000. AID 651640, 2012; in the data active = CPE inhibition above about 20%, passing the limit was not always enough; inconclusive = no clear call, values can overlap the other calls; tested in BHK-21 cells;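 note: 0% = median of neutral control wells and 100% = median of positive control wells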
miR-122 sensor: miR-122 Renilla sensor signal increase in Huh7, primary screen, miR-122 inhibitor project, cell-based, single point, plate reader; AID 602342, 2012; Huh7 miR-122 Renilla luciferase sensor, 48 h; neutral wells = 0, positive control = 100; activation (reporter increase), % at 12.5 µM; hit rate 0.3% among 340,000;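 active = mean replicate activation score at least 90 and every replicate individually at or above 90; inconclusive = only one of the two criteria met; inactive = neither criterion met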;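 note: higher luciferase means less miR-122 activity so hits act as miR-122 inhibitors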
ERp5 inh: inhibitors of ERp5-driven insulin aggregation, primary screen, biochemical, turbidity, absorbance 650 nm, single point; Protein disulfide-isomerase A6 (Homo sapiens), Q15084; 90 min; inhibition, % at 9.99 µM; hit rate 0.05% among 350,000; AID 651711, 2012;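 active = mean replicate inhibition above about 25%, with every replicate also reaching it, limit read from the data, passing the limit was not always enough; inconclusive = only one of those two criteria met; inactive = neither criterion met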
Target sequence (Q15084 whole entry, looked up): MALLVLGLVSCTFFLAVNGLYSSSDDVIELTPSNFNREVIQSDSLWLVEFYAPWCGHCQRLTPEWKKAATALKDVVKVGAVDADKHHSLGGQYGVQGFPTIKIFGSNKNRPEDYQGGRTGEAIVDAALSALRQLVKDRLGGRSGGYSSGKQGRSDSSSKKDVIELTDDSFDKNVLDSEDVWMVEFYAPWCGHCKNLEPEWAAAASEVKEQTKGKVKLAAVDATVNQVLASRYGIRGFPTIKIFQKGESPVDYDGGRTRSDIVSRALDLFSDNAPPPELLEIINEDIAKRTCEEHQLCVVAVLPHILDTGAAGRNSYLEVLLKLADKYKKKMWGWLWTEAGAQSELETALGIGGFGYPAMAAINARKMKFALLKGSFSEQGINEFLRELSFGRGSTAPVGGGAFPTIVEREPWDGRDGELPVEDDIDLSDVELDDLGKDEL
ERAP1 HTS inh: human ERAP1 aminopeptidase inhibitors, primary screen, biochemical, single point, plate reader | Endoplasmic reticulum aminopeptidase 1 (Homo sapiens), Q9NZ08 | recombinant ERAP1, Leu-AMC fluorescence, 60 min | inhibition, % at 10.7 µM | hit rate 0.15% among 340,000;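 active = mean replicate inhibition of at least 30%, or all replicates individually reaching that 30% level; inactive = mean below 30% and not every replicate reaching it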;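 note: 0% = neutral control wells and 100% = L-leucinethiol positive control wells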
* marks the source's active call; other numbers are inactive results; ? = inconclusive; nt = not tested or not shown; [ ] = another dose, or the depositor's remark.

SMILES	F508del corr	CASP6 VEID inh	SIRT5 block	DENV2 CPE	miR-122 sensor	ERp5 inh	ERAP1 HTS inh
CC(C)C#Cc1cnc2c(c1)C(=O)N([C@@H](C)CO)C[C@@H](C)[C@@H](CN(C)C(=O)CCN1CCCCC1)O2	0.1	-1	2	nt	15[16.7 µM]	5	0
Nc1ccc2[nH]ncc2c1	-6.9	28	-3	-7	3	5	-1
COc1ccc(CNC(=O)C[C@@H]2C[C@@H]3c4cc(NS(=O)(=O)c5ccc(F)cc5)ccc4O[C@@H]3[C@@H](CO)O2)cc1	-4.9	4	5	?	16[16.7 µM]	3	5
Cc1cc(=O)[nH]c(N/N=C/c2cn(CCC#N)nc2-c2ccccc2)n1	0.1	-5	-2	-6	nt	8	-2
O=C(Nc1cc(C(F)(F)F)ccc1-n1cncn1)C1CC1	-1.7	1	2	-5	3	1	-1
CCCCNC(=O)c1cc2ccccc2s1	nt	6	1	2	nt	-2	-3
O=[N+]([O-])c1ccc(F)cc1F	-1.1	-6	nt	1	-5	3	2
N#Cc1ccc(C23OCCN2CCn2c3c3ccccc3[n+]2[O-])cc1 (configuration not stated)	-6.6	2	-1	9	1	-3	5
Cc1ccc(N(C(=O)CNC(=O)c2ccco2)C(C(=O)NC2CCCCC2)c2cccnc2)cc1 (configuration not stated)	-2.9	-2	0	1	2	-7	-6
CC(C)C(NS(=O)(=O)c1ccc2c(c1)C(C)(C)C(=O)N2C)C(=O)NCc1ccc(F)cc1 (configuration not stated)	2.2	17	nt	2	-3	3	1
C[C@@H]1CN([C@@H](C)CO)C(=O)c2cc(NC(=O)Nc3ccc4c(c3)OCO4)ccc2O[C@@H](C)CCCCO[C@H]1CN(C)Cc1ccccc1	-1.9	0	3	-3	8[16.7 µM]	3	-3
C/C(=N\NC(=O)c1ccccc1F)c1cccc(NC(=O)c2ccc(C)cc2)c1	-1.3	0	0	0	-4	-9	3
O=c1oc(CCCO)cc2ccc(/C=C/c3cccc([N+](=O)[O-])c3)cc12	4.1	1	nt	nt	3	0	-4
CC(NC(=O)C1CC1)C(c1cccs1)N1CCOCC1 (configuration not stated)	1.5	1	-3	-7	-10	-1	-1
COc1ccc(N(C)C(=O)C2CCN(S(=O)(=O)c3cccc4nonc34)CC2)cc1	1.9	-4	-4	-2	-2	1	2

6 records picked at random from the list so far:
SMILES	F508del corr	CASP6 VEID inh	SIRT5 block	DENV2 CPE	miR-122 sensor	ERp5 inh	ERAP1 HTS inh
CC(C)C(NS(=O)(=O)c1ccc2c(c1)C(C)(C)C(=O)N2C)C(=O)NCc1ccc(F)cc1 (configuration not stated)	2.2	17	nt	2	-3	3	1
Cc1cc(=O)[nH]c(N/N=C/c2cn(CCC#N)nc2-c2ccccc2)n1	0.1	-5	-2	-6	nt	8	-2
COc1ccc(CNC(=O)C[C@@H]2C[C@@H]3c4cc(NS(=O)(=O)c5ccc(F)cc5)ccc4O[C@@H]3[C@@H](CO)O2)cc1	-4.9	4	5	?	16[16.7 µM]	3	5
C/C(=N\NC(=O)c1ccccc1F)c1cccc(NC(=O)c2ccc(C)cc2)c1	-1.3	0	0	0	-4	-9	3
CC(NC(=O)C1CC1)C(c1cccs1)N1CCOCC1 (configuration not stated)	1.5	1	-3	-7	-10	-1	-1
Cc1ccc(N(C(=O)CNC(=O)c2ccco2)C(C(=O)NC2CCCCC2)c2cccnc2)cc1 (configuration not stated)	-2.9	-2	0	1	2	-7	-6

3 entries already listed, sorted by the value under CASP6 VEID inh, rising:
SMILES	F508del corr	CASP6 VEID inh	SIRT5 block	DENV2 CPE	miR-122 sensor	ERp5 inh	ERAP1 HTS inh
CC(NC(=O)C1CC1)C(c1cccs1)N1CCOCC1 (configuration not stated)	1.5	1	-3	-7	-10	-1	-1
COc1ccc(CNC(=O)C[C@@H]2C[C@@H]3c4cc(NS(=O)(=O)c5ccc(F)cc5)ccc4O[C@@H]3[C@@H](CO)O2)cc1	-4.9	4	5	?	16[16.7 µM]	3	5
CC(C)C(NS(=O)(=O)c1ccc2c(c1)C(C)(C)C(=O)N2C)C(=O)NCc1ccc(F)cc1 (configuration not stated)	2.2	17	nt	2	-3	3	1

More records follow:
SMILES	F508del corr	CASP6 VEID inh	SIRT5 block	DENV2 CPE	miR-122 sensor	ERp5 inh	ERAP1 HTS inh
CC[C@]12c3[nH]c4cc(CCC(=O)N(C)C)ccc4c3CCN1C(=O)[C@@H](CC(=O)NCCC1=CCCCC1)C[C@@H]2C(=O)N1CCN(C(=O)c2ccco2)CC1	-1.5	1	-3	25*	nt	-1	-3
CO[C@H]1CC[C@H]2CCN(C)C(=O)[C@H](C)CN(C)C(=O)c3cccc(C#N)c3OC[C@H]1O2	nt	-3	0	-4	nt	-1	2
COc1ccc(CN2CCc3ccc(NC(=O)CCc4ccccc4OC)cc3C2)c(O)c1	-5.6	-1	-1	1	-4	-5	-3
CC(C)[C@H](NC(=O)OCc1ccccc1)C(=O)NCc1ccccc1	nt	-3	-7	7	-6	0	1
O=C(NCCCC1CCCC1)C1CCC(=O)N(Cc2ccc(Cl)cc2)C1 (configuration not stated)	4.2	3	2	-2	4	4	-5
O=C(Nc1nnc(Cc2ccccc2F)s1)Nc1ccccc1F	-0.2	-1	-2	0	2	1	-1
CCc1c(C)nc(SCC(=O)c2ccc(C)c(C)c2)[nH]c1=O	0.5	-2	-3	-1	-8	-6	4
Cn1ccnc1SCCNC(=O)CCc1nnc(CCc2ccccc2)o1	-0.7	-3	-1	1	nt	2	10
CN1CCc2c(sc(NC(=O)C3CCCCC3)c2C(N)=O)C1	3.2	-3	3	11	-1	-7	3
O=C(CN1CCCCC1)N=Nc1c(O)[nH]c2ccccc12	-3.0	-2	-2	-2	nt	7	-2
CCCNC(=O)N1CC2(C1)CN(Cc1ccccc1)[C@@H](CO)c1[nH]c3cc(OC)ccc3c12	0.5	nt	nt	10	nt	2	-2
C/C=C/c1ccc2c(c1)O[C@H](CN(C)C(=O)c1ccc3c(c1)OCO3)[C@H](C)CN([C@H](C)CO)S2(=O)=O	-1.5	3	5	0	14[16.7 µM]	1	0
Cc1ccccc1OC(C)C(=O)NCCC1=CCCCC1 (configuration not stated)	-1.4	3	6	-5	-1	5	1
CCOc1ccc(CN(C)C(=O)CNC(=O)c2cc(OC)c(OC)c(OC)c2)cc1	0.3	3	-1	-1	nt	0	0
COc1ccc(OCc2cc(C(=O)NCC(C)(C)N3CCOCC3)no2)c(Cl)c1	1.0	4	-3	-6	nt	-10	-2
O=C(CSc1ncnc2nc[nH]c12)Nc1nnc(SCc2ccc(Cl)c(Cl)c2)s1	-3.8	-2	-1	13	nt	-3	0
O=[N+]([O-])c1ccc(S(=O)(=O)NCC2CC3CCC2C3)cc1 (configuration not stated)	6.6	5	2	-3	44	2	-1
CC=Cc1ccc2n(c1=O)C[C@H]1[C@H](CO)[C@@H](C(=O)NCC(F)(F)F)[C@@H]2N1C(=O)CC (mixture of isomers)	2.3	3	-19	1	-4[16.7 µM]	20	2
Cc1ccc(C)c(OCCC(=O)Nc2cccc(S(=O)(=O)N3CCCC3)c2)c1	0.6	1	1	8	nt	-1	1
C=CCn1c(SCC(=O)NC)nnc1C12CC3CC(CC(C3)C1)C2	-0.5	-5	-1	-3	6	0	-1
C[C@@H]1CN([C@@H](C)CO)C(=O)c2cc(NC(=O)Nc3ccccc3)ccc2O[C@@H](C)CCCCO[C@H]1CN(C)C(=O)Nc1ccc(C(F)(F)F)cc1	5.5	0	-2	-11	-9	3	-2
COc1ccc(N2CC(C)(C)[C@H](CC(=O)Nc3ccccc3)C2=O)cc1	-3.0	-1	-2	-7	-3	0	nt
CC(C1CC2CCC1C2)n1c(-c2ccco2)n[nH]c1=S (configuration not stated)	0.8	4	-4	-4	nt	3	-4
O=C(COc1ccc([N+](=O)[O-])cc1)NC(C(=O)O)C(O)c1cccc([N+](=O)[O-])c1 (configuration not stated)	-0.8	2	-6	9	nt	8	0
O=[N+]([O-])c1ccc(C=Nc2ccccc2)cc1	-1.4	0	nt	1	0	-3	-2
CCOc1ccc(/C=C(/NC(=O)c2ccc(Cl)cc2)C(=O)O)cc1OCC	1.7	-4	1	1	nt	-5	nt
Cc1nn(C(C)C(=O)NCCc2ccco2)c(=O)c2nn(-c3ccccc3)c(C)c12 (configuration not stated)	-1.9	3	2	-2	0	-3	-3
CC(C)C(=O)NN1c2ccccc2CCc2ccccc21	0.5	-1	0	5	-5	4	0
COc1ccc(CNC(=O)C[C@@H]2C=C[C@@H](NC(=O)Nc3ccc4c(c3)OCO4)[C@@H](CO)O2)cc1	-0.1	0	-3	?	nt	-3	-1
CCOc1ccc2[nH]c(=O)c(CN(CCCO)S(=O)(=O)c3ccc(F)cc3)cc2c1	-1.9	1	-2	0	0	3	6
CCCNC(=O)N(C)C[C@H]1Oc2cc(C3=CCCCC3)ccc2S(=O)(=O)N([C@@H](C)CO)C[C@@H]1C	1.1	0	-3	13	20[16.7 µM]	3	3
CCOC(=O)c1c(NC(=O)CSc2nc3ccccc3s2)sc(C)c1C	nt	2	-7	nt	-2	1	-1
Cc1ccc(CS(=O)Cc2ccc(C(=O)NCCc3ccccc3)o2)cc1 (configuration not stated)	-0.7	2	-2	-2	nt	nt	-2
COc1ccc(NC(=O)N(C)C[C@@H]2Oc3ccc(NS(=O)(=O)c4ccccc4)cc3CC(=O)N([C@H](C)CO)C[C@@H]2C)cc1	-2.6	1	0	39*	9[16.7 µM]	-7	-1
C[C@@H]1CN([C@@H](C)CO)C(=O)Cc2cc(NC(=O)Nc3cccc4ccccc34)ccc2O[C@@H]1CN(C)C(=O)Nc1ccc2c(c1)OCO2	0.1	-1	1	1	13[16.7 µM]	-7	-3
COCCNC(=O)COc1cccc2c1OC(C)(C)C2	0.6	-1	-6	0	nt	-6	6
CCOc1ccc(/C(C)=N/N2C(=O)C(CC(=O)Nc3ccc(OC)cc3[N+](=O)[O-])SC2=Nc2cccc(C)c2C)cc1 (configuration not stated)	nt	-1	-2	-5	-4	-8	0
O=C1CC(c2ccc(O)cc2)Oc2cc(O)ccc21 (configuration not stated)	-1.2	1	nt	?	-4	-2	nt
CCOc1ccc2nc(SCC(=O)NCc3ccc(S(N)(=O)=O)cc3)[nH]c2c1	0.2	9	-2	-4	-1	3	2
COc1ccccc1C(=O)N/C(=C\c1cn(S(=O)(=O)N(C)C)c2ccccc12)C(=O)N1CCOCC1	0.9	-2	-4	11	5	0	2
C[C@@H]1CN([C@@H](C)CO)C(=O)c2cc(N(C)C)ccc2O[C@H]1CN(C)Cc1ccncc1	-1.6	2	-8	1	-3[16.7 µM]	7	0
CC(=O)Nc1ccc2c(c1)C(=O)N(C)[C@H]1CC[C@H](CC(=O)NCC3CC3)O[C@H]1CO2	-0.8	0	nt	-10	1[16.7 µM]	11	1
COc1ccc2c(c1)oc(=O)c1ccccc12	1.1	-7	-5	4	2	4	-4
CCOCC(=O)Nc1ccccc1C(=O)O	1.2	9	3	14	-3	-2	-3
COc1ccccc1-c1cnc2c(c1)C(=O)N([C@H](C)CO)C[C@@H](C)[C@H](CN(C)Cc1ccc(F)cc1)O2	-1.2	0	-1	1	30[16.7 µM]	-2	0
Cc1cc(NC(=O)CSc2cn(CCNC(=O)c3ccc(Cl)cc3)c3ccccc23)no1	0.6	0	-2	0	nt	5	11
Cc1ccc(C(=O)OCC(=O)N2CCC(c3ccccc3)=N2)c(C)c1	2.4	1	0	11	-7	7	-1
Cc1ccc2c(c1)C(=O)C(=O)N2CCCOc1ccccc1	0.0	3	-2	-2	1	6	nt
CCOC(=O)C1CCCN(c2cc(=O)n(C3CCCCC3)c(=O)[nH]2)C1 (configuration not stated)	nt	3	0	4	nt	-3	1
